# GPT2 inhibitor – inhibitors of human GPT2 alanine aminotransferase | Q8TD30 | Recombinant GPT2, coupled pyruvate oxidase/HRP Amplex Red fluorescence | Potency, µM (highest dose often 57.7 µM), for the others: top-dose activity change, negative = inhibition, usual class: inhibitors | 100,000 compounds, 0.25% hits | AID 1671188; note: potency is the fitted concentration of half-maximal effect; nearly all actives have a fitted effect of over 60% in size; many of its hits are not listed in these tables
# Target sequence (Q8TD30 whole entry, looked up): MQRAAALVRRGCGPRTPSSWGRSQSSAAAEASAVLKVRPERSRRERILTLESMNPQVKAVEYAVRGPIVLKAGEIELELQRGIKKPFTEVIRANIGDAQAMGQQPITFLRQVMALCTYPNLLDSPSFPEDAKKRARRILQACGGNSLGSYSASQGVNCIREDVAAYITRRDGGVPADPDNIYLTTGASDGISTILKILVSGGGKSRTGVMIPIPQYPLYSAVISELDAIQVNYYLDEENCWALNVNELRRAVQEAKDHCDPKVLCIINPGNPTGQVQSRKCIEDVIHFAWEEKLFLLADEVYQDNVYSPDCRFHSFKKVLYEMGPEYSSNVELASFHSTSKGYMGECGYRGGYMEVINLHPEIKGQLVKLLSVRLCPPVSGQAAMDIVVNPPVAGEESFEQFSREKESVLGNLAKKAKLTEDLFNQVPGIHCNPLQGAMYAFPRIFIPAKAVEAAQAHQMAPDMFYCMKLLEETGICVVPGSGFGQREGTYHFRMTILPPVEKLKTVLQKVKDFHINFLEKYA
#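 Inhibition is scored from Amplex Red fluorescence generated when pyruvate oxidase and HRP act on pyruvate released by GPT2. Reactions contain 10ng/uL enzyme, 250uM a-KG and 2mM L-alanine and run 30 min at room temperature.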
# HEK cytotox – kills HEK 293 cells; 94,000 compounds, 6.6% hits; HEK 293 viability, ATP luminescence (CellTiter-Glo), 48-72 h; Potency, µM (doses to about 115 µM), inactives show at the highest dose activity change, negative = cytotoxicity, usual class: inhibitors; note: potency is the fitted concentration of half-maximal effect; nearly all actives have a fitted effect of over 60% in size
#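 Cytotoxicity was scored by loss of ATP-coupled luminescence (CellTiter-Glo) in HEK 293 cells. Compound treatment ran 48 or 72 hr at 37 degree Celsius, 5% CO2, 95% humidity.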
# SNCA expr inhib – reduces expression of the alpha-synuclein gene | HEK-293 SNCA-luciferase knock-in, luminescence, 24 h | Potency, µM (top dose mostly 57.2 µM), without a hit: top-dose activity change, negative = inhibition, usual class: inhibitors | 140,000 compounds, 0.17% hits;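 note: potency is the fitted concentration of half-maximal effect; plate controls were DMSO cells for no effect and cell-free wells for full effect; nearly all actives have a fitted effect of over 45% in size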
# HEK293 viab – counter-screen for SNCA expression inhibitors: cell viability | HEK-293-SNCA-luc viability, GF-AFC fluorescence, 24 h | Potency, µM (highest dose often 57.1 µM), for inactives: top-dose activity change, negative = cytotoxicity, usual class: cytotoxic | 150,000 compounds, 0.12% hits;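 note: potency is the fitted concentration of half-maximal effect; 0% = DMSO-treated cells and -100% = medium-only wells without cells; nearly all actives have a fitted effect of over 30% in size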
#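 Cytotoxicity counterscreen: after 24 h compound treatment of genome-edited SNCA-luciferase HEK-293 cells, live-cell protease substrate GF-AFC read by fluorescence after 30 min; activity scaled between DMSO (0%) and medium-only (-100%), curves Hill-fitted.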
# 3T3 cytotox – kills NIH 3T3 cells | Potency, µM (series often up to 96.7 µM), without a hit: at the highest dose activity change, negative = cytotoxicity, usual class: inhibitors | 94,000 compounds, 4.3% hits | NIH 3T3 viability, CellTiter-Glo ATP luminescence, 48-72 h; note: potency is the fitted concentration of half-maximal effect; nearly all actives have a fitted effect of over 55% in size
#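 Cells were seeded at 400 per well, treated with pin-transferred compound, and kept 48 or 72 hr at 37 °C before CellTiter-Glo addition and luminescence imaging of cellular ATP.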
# IP6K1 inh – blocks human inositol hexakisphosphate kinase 1 | Q92551 | IP6K1 kinase, ADP-Glo luminescence, 2 h; hits give low values | activity change, % (series mostly up to about 58 µM) | 140,000 compounds, 0.81% hits | AID 1645851; in the data active = activity change below about -25%
# Target sequence (Q92551 whole entry, looked up): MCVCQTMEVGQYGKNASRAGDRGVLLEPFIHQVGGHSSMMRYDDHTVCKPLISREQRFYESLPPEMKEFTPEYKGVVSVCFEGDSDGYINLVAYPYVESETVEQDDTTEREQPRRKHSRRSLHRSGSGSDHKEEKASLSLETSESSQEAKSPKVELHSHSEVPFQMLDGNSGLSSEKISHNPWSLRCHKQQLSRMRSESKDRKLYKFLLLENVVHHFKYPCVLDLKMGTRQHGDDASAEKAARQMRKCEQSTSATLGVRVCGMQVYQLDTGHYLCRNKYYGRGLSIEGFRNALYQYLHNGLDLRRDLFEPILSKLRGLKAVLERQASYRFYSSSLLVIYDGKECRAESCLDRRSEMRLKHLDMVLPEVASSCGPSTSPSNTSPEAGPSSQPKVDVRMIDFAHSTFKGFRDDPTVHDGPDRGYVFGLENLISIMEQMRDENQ
#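 ADP-Glo luminescence measures ADP made by human IP6K1 during a 2 h RT reaction with ATP/IP6 (mix at 1.3 mM/130 uM); top library doses 57.5 and 19.1 uM final.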
# FLuc inh – blocks purified firefly luciferase enzyme activity. purified P. pyralis luciferase, luminescence, biochemical. Potency, µM (doses to about 115 µM), for the others: at the highest dose activity change, negative = inhibition, hits mostly inhibitors. 76,000 compounds, 2.5% hits; note: potency is the fitted concentration of half-maximal effect; nearly all actives have a fitted effect of over 65% in size
#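 FLuc 10nM, D-luciferin 10uM, ATP 10uM, Mg acetate 10mM, Tris acetate pH 7.5, Tween/BSA; cpd qHTS; enzyme added last; CCD luminescence.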
# Active calls of the source: *; i = inactive; ? = inconclusive; / = not tested or not shown; [ ] = another dose, or the depositor's remark. Unless noted, calls come from the whole dose curve; as a rule, active = well fitted curve in the direction sought with a large enough effect; inconclusive = small, poorly fitted or top-dose-only effect, or another doubt; inactive = no such curve, though single readings can be large; an effect the other way counts as inactive or inconclusive. Unless noted, % is set by controls: 0 for no effect and ±100 for the full control effect.
SMILES,GPT2 inhibitor,HEK cytotox,SNCA expr inhib,HEK293 viab,3T3 cytotox,IP6K1 inh,FLuc inh
CNCC(=O)N1C[C@@H](COc2cccnc2)[C@H](c2ccccn2)C1,1%,-6%,7%,-4%,-7%,30,-10%
CCN(CC)c1ccc(C(=O)NCc2nnc3c(-c4nc(C(C)C)no4)cccn23)cc1,i,-13%,-9%,-13%,-22%,5,-12%
CN1CCN([C@H]2CCN(Cc3ccc4occc4c3)C[C@H]2CCC(=O)O)CC1,1%,-7%,1%,-1%,-1%,-3,13%
COc1ccc(C)cc1NC(=O)CN1c2ccccc2S(=O)(=O)c2ccccc21,/,/,10%,-8%,/,-19,/
COc1ccc(-c2ccc(C(=O)N3CCN(C(=O)N4CCOCC4)CC3)cc2)nn1,/,-2%,/,/,0%,9,/
COc1ccccc1CNC(=O)c1c(OCC(C)C)cc(=O)n2c1CCCCC2,-1%,-13%,-1%,-9%,-18%,3,-2%
COc1cccc(N2CC(NC(=O)/C=C\c3ccc(OC)c(OC)c3)CC2=O)c1 (stereo not given),/,/,5%,7%,/,-1,/
Cc1ccc(NC(=O)NC[C@H]2O[C@@H](CC(=O)NCCN3CCOCC3)[C@H](O)[C@@H]2O)cc1,-5%,i,-23%,3%,i,1,14%
C#CCNC(=O)C1CCCCN1Cc1ccc(-c2cccs2)cc1 (stereo not given),i,?,-11%[87.6 µM],10%[12.5 µM],?,-3,/
O=C(NCc1ccccc1)c1ccc2c(c1)OCCN(C1CCC1)C2,-17%[88.5 µM],?,-6%[87.6 µM],4%[87.6 µM],-16%[138 µM],-3,6%[172 µM]
Cc1onc(C(=O)NCCc2noc(-c3ccncc3)n2)c1Cn1cc(Cl)cn1,i,?,23%,12%[12.5 µM],-24%,29,5%
CNC(=O)[C@@H]1CN(S(=O)(=O)c2cccs2)C[C@H]1c1nc(C)no1,2%,-7%,7%,3%,1%,29,6%
Cc1ccc2c(C(=O)NCc3cc(F)cc(F)c3)cc(NC(=O)C(C)C)cc2n1,?,?,-6%,2%,-9%,18,-12%
O=C(NC1CCCC1)N1CCc2nc(C3CC3)nc(-c3ccc(Cl)cc3)c2C1,i,?,6%,-20%,?,-14,/
CC(=O)N1CCCc2cc(S(=O)(=O)N(CCN(C)C)Cc3ccccc3)ccc21,/,/,8%,-3%,/,-8,/
CCc1nn(CC(=O)N2CCN(c3cccc(C)c3C)CC2)c(=O)c2cc3sccc3n12,/,/,-6%,14%,/,-29*,/
CCOc1ccccc1NC(=O)CN1C(=O)C2(SCC(=O)N2c2ccc(C)cc2)c2ccccc21 (stereo not given),/,/,-28%,-19%,/,9,/
N=c1n(CCN2CCCCC2)c2ccccc2n1CC(O)COc1ccc(Cl)cc1Cl (stereo not given),/,/,?,?,/,18,/
CCCCOc1cccc(C(=O)Nc2cc(NC(=O)c3ccco3)ccc2OC)c1,/,/,?,-18%,/,-1,/
CCOc1ccc(NC(=O)N2CCN(c3nnc(C)c4c(C)n(-c5ccccc5)nc34)CC2)cc1,/,/,37%[activator],-7%,/,-7,/
COC(=O)c1ccc(C(=O)OC)c(NC(=O)c2cnn3c(C(F)F)cc(-c4ccccc4)nc23)c1,/,/,-14%,1%,/,12,/
CCOCCn1cnc(-c2ccccc2)c1-c1ccccc1OCC(N)=O,0%,4%,7%,-16%,1%,8,3%
OCCNc1ncnc2ccc(-c3cccc(O)c3)cc12,2%,-29%,25%,-4%,?,-4,5%
COc1ccc(-c2cc(C(F)(F)F)nc(SCCC(=O)Nc3ccc(NC(C)=O)cc3)n2)cc1,/,/,9%,?,/,0,/
O=S(=O)(Nc1cccc(-c2ccc(N3CCCCC3)nn2)c1)c1ccc(F)cc1F,/,/,47%[activator],-15%,/,23,/
Cc1ccc(NC(=O)Cn2c(-c3cncs3)nc3ccccc32)cc1Br,/,/,-10%,-10%,/,18,/
C1CCN2CC3C[C@@H](CN4CCCC[C@@H]34)[C@H]2C1,i,/,/,-6%,/,-5,/
CCOC(=O)c1nnn(CC(=O)NC(=O)Nc2cccc(CC)c2)c1C(=O)OCC,/,/,-12%,-5%,/,1,/
COc1ccc2c(c1)CCc1c(C(=O)Nc3c(C)nn(Cc4c(Cl)cccc4Cl)c3C)noc1-2,/,/,-23%,1%,/,-17,/
COc1ccc(-c2cc(C(=O)Nc3cccc(F)c3)c3cnn(C)c3n2)cc1,/,?,/,/,?,7,/
CSc1cccc(NC(=O)Cn2nc3n(c2=O)CCCC3)c1,i,15%,-19%,5%,i,0,-12%
c1ccc(-c2nc(C3CC3)no2)c(OC2CCNC2)c1 (stereo not given),i,-22%,-8%,-15%,?,-16,3%
Cn1ncc2c(C(=O)NCc3ccc(Cl)cc3)cc(-c3ccc(F)cc3)nc21,i,?,?,?,?,12,/
Cc1noc(C)c1-c1cnc(Nc2cc(F)cc(N3CCOCC3)c2)c2c1CCO2,-23%[88.5 µM],?,71%[activator][87.6 µM],-1%[87.6 µM],?,-10,-5%[172 µM]
COc1ccc(-c2nnc(SCC(=O)NCCc3ccc(OC)c(OC)c3)nc2-c2ccc(OC)cc2)cc1,/,/,0%,?,/,-19,/
CC(C)CCCC1CN(C(=O)c2c(O)cccc2O)CCO1 (stereo not given),-2%,?,-4%,-11%,?,4,7%
COc1ccc([C@H]2Cc3cccc(O)c3C(=O)O2)cc1,?,/,/,-2%,/,-1,/
O=S(=O)(NC[C@H]1Cn2ccnc2CO1)c1ccccc1,3%[88.5 µM],3%[172 µM],-3%[87.6 µM],0%[87.6 µM],1%[174 µM],10,-2%[172 µM]
CCOc1ccc(-n2c(-c3ccc(OC)cc3)cc3c2CC(C)(C)CC3=O)cc1,/,/,-19%,4%,/,-1,/
Cc1ccc(C(=O)N2C(C(=O)NCc3ccccc3)COC23CCN(C(=O)C2CC2)CC3)cc1 (stereo not given),-2%,4%,7%,6%,-19%,-4,-2%
CC(=O)OC1C[C@]2(C)C(O)CC(C)=C[C@H](OC(=O)c3ccc(O)cc3)C2[C@]1(O)C(C)C (stereo not given in full),4%[27.3 µM],/,/,-11%[23.9 µM],/,-3,/
CCOc1ccc(-c2cc(-c3nc(-c4cc(OC)c(OC)c(OC)c4)no3)[nH]n2)cc1,/,/,-21%,-1%,/,10,/
Cc1ccc(CSc2ncc(Cl)c(C(=O)Oc3ccccc3F)n2)cc1,/,/,-5%,9%,/,-24,/
Cc1cccc(Cn2c(Cc3ccccc3)nc3ccccc32)c1,/,/,16%,7%,/,-19,/
CC(=O)NCC(=O)N1Cc2ccccc2CC2(CCCCN2CC2CCCC2)C1 (stereo not given),?,-14%,-4%,-3%,-10%,-9,/
CC[C@H]1CN(C(C)=O)CC[C@H]1CC(=O)NC1CC1,i,2%[230 µM],-11%[87.6 µM],-4%[87.6 µM],-29%[230 µM],-12,-9%[230 µM]
COc1ccc(CC(C)NS(=O)(=O)c2ccc3c(c2)CCN3S(C)(=O)=O)cc1OC (stereo not given),/,/,18%,24%,/,3,/
Cn1ncc(N2CCC(NC(=O)c3ccsc3)CC2)cc1=O,-3%,0%,0%,14%,i,13,-1%
CCOC(=O)C1c2c(OC)ccc3c2C(=CC(C)(C)CO3)CN1C (stereo not given),/,?,/,/,?,21,/
Cn1ncc(N2CCN(CC3(O)CCCNC3)CC2)cc1=O (stereo not given),0%,?,9%,0%,-19%,-10,3%
O=C(C1CCCCC1)N1CCC(N2C(=O)C(O)C23CCCCC3)CC1 (stereo not given),?,-31%,-17%,5%,-13%,0,1%
Cc1ccc(CNCc2cccn2-c2nnc(N3CCCC3)s2)cc1,/,/,41%[activator],-5%,/,1,/
CCC1(C(=O)Nc2cccc(OC)c2)CCCCC(=O)N1 (stereo not given),-11%,?,1%,-4%,-1%,10,-13%
CCOC(=O)CSc1nc(-c2ccc(OC)cc2)cc(C(F)(F)F)c1C#N,/,/,15%,2%,/,-14,/
CC(C)c1ccc(NS(=O)(=O)c2ccc3[nH]c(=O)ccc3c2)cc1,/,/,1%,5%,/,15,/
COc1cc(N2CCN(C)CC2)ccc1Nc1nccc(-c2cn(C)c3cnccc23)n1,3.5µM*,/,/,-13%,/,7,/
O=C(NCc1ccncc1)c1ccc2c(c1)OCCN(c1ccccc1)C2,4%[88.5 µM],?,-14%[87.6 µM],-9%[87.6 µM],?,-3,-7%[172 µM]
Cc1cnc(C2CCN(C(=O)NC(C)C)C2)n1C(C)C (stereo not given),i,i,-3%,-16%,-6%,1,-5%
CCOc1ccccc1NC(=O)Cn1c(-c2cccc(Cl)c2)nc(C)c(CCO)c1=O,i,?,-1%,-11%,-16%,-8,1%
CC(C)n1cc(C(=O)NCc2cccnc2Oc2ccc(F)cc2F)cn1,5%,?,-3%,-3%,?,5,13%

# Compound profiles, from the list above. Order of screens: GPT2 inhibitor	HEK cytotox	SNCA expr inhib	HEK293 viab	3T3 cytotox	IP6K1 inh	FLuc inh
# Profile of OCCNc1ncnc2ccc(-c3cccc(O)c3)cc12 : 2%	-29%	25%	-4%	?	-4	5%
# Profile of O=C(NCc1ccncc1)c1ccc2c(c1)OCCN(c1ccccc1)C2 : 4%[88.5 µM]	?	-14%[87.6 µM]	-9%[87.6 µM]	?	-3	-7%[172 µM]
# Profile of COc1ccc(-c2cc(C(=O)Nc3cccc(F)c3)c3cnn(C)c3n2)cc1 : /	?	/	/	?	7	/
# Profile of CCOC(=O)CSc1nc(-c2ccc(OC)cc2)cc(C(F)(F)F)c1C#N : /	/	15%	2%	/	-14	/
# Profile of COc1ccc(-c2cc(C(F)(F)F)nc(SCCC(=O)Nc3ccc(NC(C)=O)cc3)n2)cc1 : /	/	9%	?	/	0	/

# Further structures
SMILES,GPT2 inhibitor,HEK cytotox,SNCA expr inhib,HEK293 viab,3T3 cytotox,IP6K1 inh,FLuc inh
O=C(Nc1cccc2ccccc12)N[C@H]1CO[C@H]2[C@@H]1OC[C@@H]2n1nnnc1-c1ccc2c(c1)OCO2,?,-2%,3%,-7%,-21%,-4,-18%
O=C(c1ccc2c(c1)OCO2)N1CCCN(C(=O)C2CC2)c2ccccc21,-4%,?,4%,-1%,-33%,0,-1%
COc1ccc(NC(=O)N2CCc3c(sc4c3CCCC4)C2c2ccccc2OC)cc1 (stereo not given),/,/,78%,-11%,/,1,/
O=C(Cn1cnc2onc(-c3ccc(Cl)cc3)c2c1=O)Nc1ccc(F)cc1,/,/,1%,-9%,/,7,/
CCCC(=O)c1ccc(OC(=O)c2c(-c3ccccc3Cl)noc2C)cc1,/,/,4%,3%,/,-35*,/
O=C(NCc1ccc(F)cc1)C1CN(C2CCCCC2)C(=O)N1 (stereo not given),i,-2%[172 µM],-15%[87.6 µM],-12%[12.5 µM],-16%[138 µM],1,/
O=C(Nc1cccc(-c2nc3ccccc3[nH]2)c1)c1ccccc1F,/,/,67%[activator],7%,/,-13,/
COCCNC(=O)c1c(C)sc2ccn(Cc3ccc(F)cc3)c(=O)c12,i,1%,-11%,4%,3%,0,0%

# This is a subset; rates above refer to the full screens.
